KOR beta-arrestin-1 = KOR antagonists, beta-arrestin recruitment, cell-based, luminescence, uHTS (AID 1778); hit rate 0.091% among 290,000; KOR beta-arrestin recruitment, luminescence, antagonist mode; higher % means a stronger effect; inhibition, % at 10 µM; hits with a dose series show IC50 in µM; in the data active = inhibition above about 50%; note: strong numbers were not always called active
GPR55 activation = GPR55 agonists via beta-arrestin recruitment, primary screen, imaging, U2OS cells, beta-arrestin-GFP redistribution (AID 1961). hit rate 0.048% among 290,000. U2OS GPR55 beta-arrestin-GFP redistribution imaging; higher % means a stronger effect. one-dose activation, % at 10 µM; EC50 in µM for titrated hits;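 active = activation above 40% with more than 50 cells counted in the well; inconclusive = wells holding fewer than 50 cells, flagged as toxic or sparse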;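 note: U2OS osteosarcoma cells stably expressing GPR55 and beta-arrestin-GFP; plate controls were DMSO negative control for no effect and LPI positive control for full effect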
HIV fusion peptide = cell-free HIV fusion peptide-binding blockers – biochemical, uHTS, fluorescence dequenching, primary screen (AID 1986) | cell-free peptide binding, fluorescence dequenching, 30 min; higher % means a stronger effect | one-dose inhibition, % at 20 µM; IC50 in µM for titrated hits | hit rate 0.3% among 290,000; in the data active = inhibition mostly above about 52%, no sharp cut-off; inactive = mostly below about 76%; note: some results filed as inactive read as strong as hits
AID2073 = inhibitors of Mint1-CaV2.2 protein interaction, biochemical, HTRF (AID 2073); HTRF protein-protein interaction, Mint1-CaV2.2; higher % means a stronger effect; inhibition, % at 20 µM; hits with a dose series show IC50 in µM; hit rate 0.19% among 290,000; in the data active = inhibition mostly above about 51%, no sharp cut-off; inconclusive = no clear call, values can overlap the other calls; inactive = mostly below about 53%; note: some results filed as inactive read as strong as hits
GPR35 arrestin U2OS = inhibition of zaprinast-stimulated GPR35 beta-arrestin translocation – imaging, U2OS, beta-arrestin-GFP, zaprinast agonist, primary screen (AID 2058); U2OS GPR35 beta-arrestin-GFP translocation imaging, zaprinast antagonism; higher % means a stronger effect; one-dose inhibition, % at 10 µM; IC50 in µM for titrated hits; hit rate 0.052% among 290,000;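 active = inhibition of at least 50% with at least 30 cells and total cytoplasm GFP at most 10,000,000; inconclusive = under 30 cells or total GFP of 10,000,000 plus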
KOR beta-arrestin-2 = KOR agonists, beta-arrestin recruitment, primary screen, cell-based, luminescence, uHTS (AID 1777). hit rate 0.02% among 280,000. KOR beta-arrestin recruitment, luminescence; higher % means a stronger effect. one-dose activation, % at 10 µM; EC50 in µM for titrated hits; in the data active = activation above about 50%, passing the limit was not always enough; note: a part of the inactive calls stands beside numbers as strong as those of hits
SIAH1 antagonists = Siah-1 peptide-binding antagonists, primary screen, biochemical, fluorescence polarization, rhodamine-plectin, uHTS (AID 1817) | one-dose displacement, % at 20 µM; IC50 in µM for titrated hits | Siah-1 / rhodamine-plectin peptide fluorescence polarization; higher % means a stronger effect | hit rate 0.02% among 290,000;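 active = displacement of at least 50% at 20 µM, with a fluorescence ratio check between 0.3 and a set limit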;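 note: plate controls were Siah plus tracer with DMSO for no effect and tracer alone without Siah for full effect; strong numbers were not always called active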
GPR55 antagonists = inhibition of LPI-stimulated GPR55 beta-arrestin translocation – imaging, U2OS, beta-arrestin-GFP, LPI agonist, primary screen (AID 2013) | hit rate 0.13% among 290,000 | inhibition, % at 10 µM, or IC50 in µM where a hit was titrated | U2OS GPR55 beta-arrestin-GFP translocation imaging, LPI antagonism; higher % means a stronger effect;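 active = spots per cell inhibited over 60%, with over 100 cells counted and total cytoplasm intensity under 500,000; inconclusive = wells with under 100 cells, flagged as likely toxic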;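 note: U2OS cells stably carrying GPR55 and arrestin-GFP stimulated by 5 µM LPI near EC80; imaged beta-arrestin-GFP aggregate spots per cell after agonist stimulation; plate controls were LPI-stimulated DMSO wells for no effect and DMSO wells without LPI for full effect; some results filed as inactive read as strong as hits; confirmed hits need IC50 under 10 µM and bright autofluorescent wells are also inconclusive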
NOD1 inhibition = NOD1 signaling inhibitors, primary screen, cell-based, luminescence, uHTS (AID 1578); inhibition, % at 4 µM; hits with a dose series show EC50 in µM; hit rate 1% among 290,000; NOD1-driven NF-kB luciferase reporter cells, luminescence; higher % means a stronger effect; in the data active = inhibition mostly above about 36%, no sharp cut-off; inactive = mostly below about 34%;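 note: HEK-293T reporter cells stimulated with the NOD1 agonist gamma-tri-DAP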
Numbers without * were called inactive. Not all compounds are listed, so the mix of outcomes need not match the whole.

`O=C(Nc1ccc(C(=O)O)cc1)/C(=C/c1cccc(Br)c1)NC(=O)c1ccco1` gave KOR beta-arrestin-1 10%, GPR55 activation -0.1%, HIV fusion peptide 1.3%, AID2073 -1%, GPR35 arrestin U2OS -9%, KOR beta-arrestin-2 -1.2%, SIAH1 antagonists 0%, GPR55 antagonists -10% and NOD1 inhibition -27%.
For COc1ccc(-c2cc(-c3nnc(COC(=O)c4ccc(O)cc4)o3)c3ccccc3n2)cc1OC the results were KOR beta-arrestin-1 -18%, GPR55 activation 0.4%, HIV fusion peptide 2.1%, AID2073 61%, GPR35 arrestin U2OS -9%, KOR beta-arrestin-2 -2.9%, SIAH1 antagonists -4%, GPR55 antagonists 21% and NOD1 inhibition -34%.
Screening CCCn1c2c(c(=N)c3c1CCC3)CCCC2 returned KOR beta-arrestin-1 -10%, GPR55 activation 0.1%, HIV fusion peptide -2.7%, AID2073 -12%, GPR35 arrestin U2OS -7%, KOR beta-arrestin-2 7.5%, SIAH1 antagonists 1%, GPR55 antagonists 5% and NOD1 inhibition 6%.
For O=C(CSc1nnnn1C1CCCCC1)Nc1ccc(F)cc1 the results were KOR beta-arrestin-1 -19%, GPR55 activation -0.1%, HIV fusion peptide 1.3%, AID2073 14%, GPR35 arrestin U2OS 1%, KOR beta-arrestin-2 2.9%, SIAH1 antagonists -4%, GPR55 antagonists 4% and NOD1 inhibition -29%.
Cc1ccc(C(=O)Nc2cnc3ccccn3c2=O)cc1 was read as KOR beta-arrestin-1 -39%, GPR55 activation -0.2%, HIV fusion peptide -2.0%, AID2073 5%, GPR35 arrestin U2OS -2%, KOR beta-arrestin-2 2.7%, SIAH1 antagonists 4%, GPR55 antagonists 3% and NOD1 inhibition -20%.
`O=C(O)c1cccc(Nc2c([N+](=O)[O-])c(=O)oc3ccccc23)c1` gave KOR beta-arrestin-1 0%, GPR55 activation -0.2%, HIV fusion peptide 1.5%, AID2073 19%, GPR35 arrestin U2OS -3%, KOR beta-arrestin-2 2.6%, SIAH1 antagonists 0%, GPR55 antagonists -6% and NOD1 inhibition -6%.
`COc1cccc(OC)c1C(=O)Nc1cccc(C(C)=O)c1` gave KOR beta-arrestin-1 0%, GPR55 activation -0.3%, HIV fusion peptide 4.0%, AID2073 12%, GPR35 arrestin U2OS 8%, KOR beta-arrestin-2 9.5%, SIAH1 antagonists 9%, GPR55 antagonists 4% and NOD1 inhibition -23%.
For O=C(O)C1CCN(S(=O)(=O)c2ccc(Oc3ccccc3)cc2)CC1 the results were KOR beta-arrestin-1 26%, GPR55 activation -0.1%, HIV fusion peptide 2.0%, AID2073 3%, GPR35 arrestin U2OS -6%, KOR beta-arrestin-2 -3.4%, SIAH1 antagonists 1%, GPR55 antagonists 4% and NOD1 inhibition 5%.
O=C(c1cccnc1NCc1ccc(F)cc1)N1CCOCC1 was read as KOR beta-arrestin-1 -22%, GPR55 activation -0.2%, HIV fusion peptide -0.3%, AID2073 3%, GPR35 arrestin U2OS 11%, KOR beta-arrestin-2 1.6%, SIAH1 antagonists 0%, GPR55 antagonists 6% and NOD1 inhibition 4%.
CCOC(=O)N/N=C/c1ccc(F)cc1 was read as KOR beta-arrestin-1 -38%, GPR55 activation 0.1%, HIV fusion peptide -4.0%, AID2073 -1%, GPR35 arrestin U2OS 12%, KOR beta-arrestin-2 4.8%, SIAH1 antagonists -2% and GPR55 antagonists -2%.
`CCOc1cc(/C=N/n2cnnc2)ccc1OCC(=O)Nc1ccccc1OC` gave KOR beta-arrestin-1 -32%, GPR55 activation -0.1%, HIV fusion peptide 7.7%, AID2073 7%, GPR35 arrestin U2OS 9%, KOR beta-arrestin-2 -5.2%, SIAH1 antagonists 5%, GPR55 antagonists 8% and NOD1 inhibition 2%.
For COc1ccc(OC)c(NC(=O)c2ccno2)c1 the results were KOR beta-arrestin-1 -24%, GPR55 activation -0.2%, HIV fusion peptide 12%, AID2073 13%, GPR35 arrestin U2OS 7%, KOR beta-arrestin-2 3.3%, SIAH1 antagonists 8%, GPR55 antagonists 6% and NOD1 inhibition -46%.
Screening COc1ccc(OCC(O)CON2C(=O)c3ccccc3C2=O)cc1 (configuration not stated) returned KOR beta-arrestin-1 9%, GPR55 activation 0.9%, HIV fusion peptide 0.7%, AID2073 2%, GPR35 arrestin U2OS -12%, KOR beta-arrestin-2 -0.2%, SIAH1 antagonists -1%, GPR55 antagonists 15% and NOD1 inhibition -15%.
For Cc1c(OCC(=O)NCC(O)c2ccccc2)ccc2c3c(c(=O)oc12)CCCC3 (configuration not stated) the results were KOR beta-arrestin-1 -25%, GPR55 activation -0.2%, HIV fusion peptide -1.5%, AID2073 10%, GPR35 arrestin U2OS 2%, KOR beta-arrestin-2 -5.1%, SIAH1 antagonists -7%, GPR55 antagonists -2% and NOD1 inhibition -5%.
COCCCNC(=O)Cn1cnc2sc(C)c(S(=O)(=O)N3CC(C)CC(C)C3)c2c1=O (configuration not stated) was read as KOR beta-arrestin-1 -52%, GPR55 activation -0.1%, HIV fusion peptide 1.9%, AID2073 4%, GPR35 arrestin U2OS -16%, KOR beta-arrestin-2 0.9%, SIAH1 antagonists 4%, GPR55 antagonists 1% and NOD1 inhibition -39%.
COc1ccc(-c2nnc(SCc3c(C)noc3C)o2)cc1 was read as KOR beta-arrestin-1 -5%, GPR55 activation 0.1%, HIV fusion peptide 2.4%, AID2073 -4%, GPR35 arrestin U2OS -10%, KOR beta-arrestin-2 3.9%, SIAH1 antagonists -1%, GPR55 antagonists 4% and NOD1 inhibition -33%.
`Cc1ccc(C)c(Cc2c(C)nc(C)[nH]c2=O)c1` gave KOR beta-arrestin-1 -23%, GPR55 activation 0.2%, HIV fusion peptide -2.3%, AID2073 -7%, GPR35 arrestin U2OS -6%, KOR beta-arrestin-2 5.0%, SIAH1 antagonists 11%, GPR55 antagonists 12% and NOD1 inhibition -20%.
Screening Nc1ccn(Cc2ccccc2F)n1 returned KOR beta-arrestin-1 -4%, GPR55 activation 0.0%, HIV fusion peptide -1.5%, AID2073 -5%, GPR35 arrestin U2OS 4%, KOR beta-arrestin-2 -2.6%, SIAH1 antagonists -2%, GPR55 antagonists 5% and NOD1 inhibition -8%.
Screening CC(NC(=O)c1ccc(N2CCCC2)c([N+](=O)[O-])c1)c1ccc(S(N)(=O)=O)cc1 (configuration not stated) returned KOR beta-arrestin-1 18%, GPR55 activation 0.1%, HIV fusion peptide -1.1%, AID2073 inconclusive, GPR35 arrestin U2OS -6%, KOR beta-arrestin-2 -3.0%, SIAH1 antagonists 3%, GPR55 antagonists 11% and NOD1 inhibition -40%.
`COc1cc(-c2nc(-c3ccncc3)no2)cc(OC)c1OC` gave KOR beta-arrestin-1 -26%, GPR55 activation 0.2%, HIV fusion peptide -0.4%, AID2073 2%, GPR35 arrestin U2OS 10%, KOR beta-arrestin-2 -0.6%, SIAH1 antagonists -2%, GPR55 antagonists 4% and NOD1 inhibition -1%.
Screening CCC(=O)Oc1ccc(C/C(=N\O)c2ccc(O)cc2O)o1 returned KOR beta-arrestin-1 18%, GPR55 activation -0.2%, HIV fusion peptide 22%, AID2073 -1%, GPR35 arrestin U2OS 12%, KOR beta-arrestin-2 -1.2%, SIAH1 antagonists -1%, GPR55 antagonists -8% and NOD1 inhibition -20%.
`Cc1cc(=O)[nH]c(SCC(=O)Nc2ccc(C)c(S(=O)(=O)N3CCCCC3)c2)n1` gave KOR beta-arrestin-1 32%, GPR55 activation -0.1%, HIV fusion peptide -0.5%, AID2073 4%, GPR35 arrestin U2OS 8%, KOR beta-arrestin-2 -2.5%, SIAH1 antagonists 13%, GPR55 antagonists 5% and NOD1 inhibition -4%.
`Cc1cc(C)cc(CC(CC(=O)Nc2ccc(Cl)cc2)C(=O)O)c1` (configuration not stated) gave KOR beta-arrestin-1 -3%, GPR55 activation 1.1%, HIV fusion peptide 2.7%, AID2073 6%, GPR35 arrestin U2OS 6%, KOR beta-arrestin-2 -4.1%, SIAH1 antagonists -3%, GPR55 antagonists -11% and NOD1 inhibition -3%.
`O=C(Nc1ccc(Cl)c(Cl)c1)N(CCCN1CCOCC1)Cc1cccnc1` gave KOR beta-arrestin-1 1%, GPR55 activation -0.3%, HIV fusion peptide -0.3%, AID2073 4%, GPR35 arrestin U2OS -16%, KOR beta-arrestin-2 -0.2%, SIAH1 antagonists 11%, GPR55 antagonists 9% and NOD1 inhibition 2%.
CC(C)(CCl)C(=O)Nc1ccnc(-c2ccncc2)n1 was read as KOR beta-arrestin-1 -52%, GPR55 activation 0.1%, HIV fusion peptide -0.4%, AID2073 -5%, GPR35 arrestin U2OS 5%, KOR beta-arrestin-2 1.8%, SIAH1 antagonists -1%, GPR55 antagonists -2% and NOD1 inhibition -5%.
COc1ccc(S(=O)(=O)NCCc2nnc3ccc(SCC(=O)Nc4nc(C)cs4)nn23)cc1 was read as KOR beta-arrestin-1 38%, GPR55 activation -0.4%, HIV fusion peptide -0.9%, AID2073 0%, GPR35 arrestin U2OS -1%, KOR beta-arrestin-2 8.3%, SIAH1 antagonists 23%, GPR55 antagonists 18% and NOD1 inhibition -17%.
Screening O=C(Nc1ccc(-n2nncc2-c2ccco2)cc1)c1cc2ccccc2oc1=O returned KOR beta-arrestin-1 -17%, GPR55 activation 0.3%, HIV fusion peptide -1.1%, AID2073 48%, GPR35 arrestin U2OS 13%, KOR beta-arrestin-2 0.6%, SIAH1 antagonists 0% and GPR55 antagonists 0%.

Entries listed so far containing a furan ring, fused or not, in the order listed:
`O=C(Nc1ccc(C(=O)O)cc1)/C(=C/c1cccc(Br)c1)NC(=O)c1ccco1` gave KOR beta-arrestin-1 10%, GPR55 activation -0.1%, HIV fusion peptide 1.3%, AID2073 -1%, GPR35 arrestin U2OS -9%, KOR beta-arrestin-2 -1.2%, SIAH1 antagonists 0%, GPR55 antagonists -10% and NOD1 inhibition -27%.
Screening CCC(=O)Oc1ccc(C/C(=N\O)c2ccc(O)cc2O)o1 returned KOR beta-arrestin-1 18%, GPR55 activation -0.2%, HIV fusion peptide 22%, AID2073 -1%, GPR35 arrestin U2OS 12%, KOR beta-arrestin-2 -1.2%, SIAH1 antagonists -1%, GPR55 antagonists -8% and NOD1 inhibition -20%.
Screening O=C(Nc1ccc(-n2nncc2-c2ccco2)cc1)c1cc2ccccc2oc1=O returned KOR beta-arrestin-1 -17%, GPR55 activation 0.3%, HIV fusion peptide -1.1%, AID2073 48%, GPR35 arrestin U2OS 13%, KOR beta-arrestin-2 0.6%, SIAH1 antagonists 0% and GPR55 antagonists 0%.

Screening data as filed in PubChem BioAssay.
